FBW7 act – activators of human E3 ligase FBW7. AlphaScreen FBW7–phospho-cyclin E peptide binding, activator screen. normalized activity (activation), % at 26.1 µM. hit rate 0.13% among 650,000. AID 1259310; in the data active = normalized activity above about 1.9%;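 note: purified mutant Fbw7 with reduced substrate affinity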
GPR151 ag – activates the human receptor GPR151 | Q8TDV0 | hit rate 1% among 650,000 | activation, % at 11.2 µM | PathHunter beta-arrestin GPR151 cells, luminescence; in the data active = activation above about 4.9%;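 note: 0% = median of compound wells and 100% = cells with positive control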
Target sequence (Q8TDV0 whole entry, looked up): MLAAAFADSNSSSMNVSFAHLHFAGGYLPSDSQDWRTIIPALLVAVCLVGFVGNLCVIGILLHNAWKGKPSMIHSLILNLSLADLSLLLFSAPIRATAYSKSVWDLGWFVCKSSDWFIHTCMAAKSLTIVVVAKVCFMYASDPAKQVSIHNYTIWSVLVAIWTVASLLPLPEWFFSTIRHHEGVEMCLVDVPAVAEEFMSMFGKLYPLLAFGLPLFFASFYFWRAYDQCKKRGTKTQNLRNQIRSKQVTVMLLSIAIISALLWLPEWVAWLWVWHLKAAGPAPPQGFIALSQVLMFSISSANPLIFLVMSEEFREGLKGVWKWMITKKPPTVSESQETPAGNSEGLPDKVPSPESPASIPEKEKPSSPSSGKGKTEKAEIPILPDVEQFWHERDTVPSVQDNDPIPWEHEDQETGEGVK
TEAD-YAP inh – TEAD-YAP interaction inhibition | HEK-TIYL cells, TEAD-Gal4/YAP UAS-luciferase luminescence | hit rate 1.4% among 640,000 | AID 1259422 | inhibition, % at 9.12 µM; in the data active = inhibition above about 32%;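 note: 0% = median of test compound wells and 100% = reference inhibitor wells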
MITF inh – human MITF inhibition, primary screen. hit rate 0.91% among 650,000. AlphaScreen MITF homodimerization, bead proximity signal. AID 1259374. inhibition, % at 2.6 µM. O75030; in the data active = inhibition above about 50%;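 note: 0% = vehicle wells with protein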
Target sequence (O75030 whole entry, looked up): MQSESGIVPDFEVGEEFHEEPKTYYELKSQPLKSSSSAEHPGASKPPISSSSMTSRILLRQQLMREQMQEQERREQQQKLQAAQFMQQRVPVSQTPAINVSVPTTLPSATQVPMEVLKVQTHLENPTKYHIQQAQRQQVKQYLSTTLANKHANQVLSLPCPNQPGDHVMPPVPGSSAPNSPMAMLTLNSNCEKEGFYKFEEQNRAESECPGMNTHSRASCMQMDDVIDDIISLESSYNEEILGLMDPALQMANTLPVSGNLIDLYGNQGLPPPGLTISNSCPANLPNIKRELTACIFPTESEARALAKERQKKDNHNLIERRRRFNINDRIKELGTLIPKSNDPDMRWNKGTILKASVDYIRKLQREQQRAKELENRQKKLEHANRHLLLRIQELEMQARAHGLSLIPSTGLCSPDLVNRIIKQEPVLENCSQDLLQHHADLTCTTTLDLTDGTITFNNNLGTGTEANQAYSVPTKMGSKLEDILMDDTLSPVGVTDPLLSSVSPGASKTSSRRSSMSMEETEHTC
* = called active by the depositor. No enrichment for hits. About 3.4% of those tested had a hit in this group.

entry	smiles	FBW7 act	GPR151 ag	TEAD-YAP inh	MITF inh
1	C(=N\Nc1ccc2ccccc2n1)/c1cccnc1	0.0	-6.2	75*	3
2	CCn1c(=O)c(C(=O)NCc2ccc(Cl)cc2)c(O)c2ccccc21	0.1	2.7	6	2
3	Cn1nnnc1SCC(=O)Nc1cc(C(F)(F)F)ccc1Cl	0.5	-0.5	0	22
4	COC(=O)/C(=C\c1cn(C(C)=O)c2ccccc12)[N+](=O)[O-]	0.1	-0.9	5	9
5	CCCNc1nc2c(c(=O)n(C)c(=O)n2C)n1C(C)C	-0.1	0.4	1	4
6	C/C(=N\NC(=O)c1ccc([N+](=O)[O-])cc1)c1ccc2ccccc2c1O	0.3	0.1	17	4
7	COc1ccc(-n2nc(C(=O)NCCCN(C)Cc3ccccc3)c3ccccc3c2=O)cc1	0.4	-0.8	-5	16
8	Cc1nc(-c2ccccc2)sc1CCNC(=O)c1ccco1	0.0	1.0	-3	6
9	CCCCCCOC(=O)C1=C(C)NC(=S)NC1c1ccccc1OCC (stereo unspecified)	-0.1	1.1	-3	0
10	Cc1ccc2c(c1)-c1c(cnn1CC(=O)N1CCc3ccccc3C1)CO2	1.1	-2.8	10	8
11	CC(=O)C1=C(C)NC(SCC(=O)Nc2ccc(C)cc2C)=C(C#N)C1c1ccccc1Cl (stereo unspecified)	0.5	0.2	4	-9
12	C=CCSc1nnc2c(n1)OC(c1cccc(C)n1)Nc1ccccc1-2 (stereo unspecified)	0.0	1.7	-29	3
13	CCCSc1ncc(Cl)c(C(=O)Nc2cccnc2)n1	0.0	-1.4	-6	-11
14	Cc1ccccc1OCC(=O)NNC(=O)Cn1[nH]c(=O)c2ccccc2c1=O	0.4	0.9	15	-3
15	Cc1ccc(NC(=O)CCS(=O)(=O)c2ccc3c(c2)OCC(=O)N3)c(Cl)c1	1.0	-1.0	2	10

Further compounds
entry	smiles	FBW7 act	GPR151 ag	TEAD-YAP inh	MITF inh
16	COc1ccc(-c2cn3cc(C)ccc3n2)cc1	-0.1	-7.8	82*	-3
17	Cc1c(NC(=O)CSc2ccccn2)c(=O)n(-c2ccccc2)n1C	0.1	0.0	-1	0
18	CN1CCN(CC(O)COC2CCCc3ccccc32)CC1 (stereo unspecified)	0.0	0.4	-3	33
19	CCN(CC)c1ccc(-c2nc3cnccn3c2NCC2CCCO2)cc1 (stereo unspecified)	0.1	1.9	-48	4
20	O=C(O)CCc1ccc(-c2cnc(Nc3ccc(N4CCOCC4)cc3)c3nccn23)cc1	0.1	0.2	-1	-6
21	Cc1ccc(CNC(=O)C(=O)NCC(c2ccco2)S(=O)(=O)c2ccccc2)cc1 (stereo unspecified)	-0.1	0.1	2	9
22	CCOc1ccc(C2NC(C(=O)O)Cc3c2[nH]c2ccccc32)cc1 (stereo unspecified)	0.3	-1.2	-8	20
23	COc1ccc(C2CC(=O)C3=C(C2)Nc2ccccc2N(C(=O)c2ccc(Cl)cc2)C3c2ccc(F)cc2)cc1 (stereo unspecified)	0.0	2.3	13	11
24	CCOC(=O)C1=C(CN(Cc2ccco2)C2CCCCC2)NC(=O)NC1c1cccs1 (stereo unspecified)	0.1	-0.3	1	-3
25	CC1=NN(c2ccc(Br)cc2)C(=O)CC1	-0.1	2.8	3	4
26	Cc1cccc2sc(NC(=O)CN3C(=O)c4ccccc4C3=O)nc12	0.5	2.3	0	50
27	O=C(Nc1ccc(C23CC4CC(CC(C4)C2)C3)cc1)C1CC(=O)N(Cc2ccco2)C1 (stereo unspecified)	-0.2	1.1	1	2
28	CCn1ccnc1CN(C)Cc1ccc(OCC(O)CN2CCCCC2)cc1 (stereo unspecified)	-0.2	-1.7	8	24
29	Cc1ccccc1C(=O)NNC(=O)C(=O)NC1CCCCC1	-0.1	-0.2	-7	-8
30	Cc1cc(C)nc(NS(=O)(=O)c2ccc(Cl)s2)c1	0.0	-1.5	6	-23

Next part
entry	smiles	FBW7 act	GPR151 ag	TEAD-YAP inh	MITF inh
31	CNS(=O)(=O)c1ccc2ccccc2c1	-0.4	1.8	10	3
32	Cc1cc(Nc2ccc(N3CCOCC3)cc2)nc(NCCN2CCOCC2)n1	0.5	-1.4	10	4
33	CCOc1cc(C=O)ccc1OS(=O)(=O)c1ccccc1[N+](=O)[O-]	-0.1	-0.4	-11	2
34	CC(NC(=O)Cn1nnc(-c2ccccc2)n1)c1ccccc1 (stereo unspecified)	-0.2	-1.1	-7	3
35	Cc1cc(N2C(=O)C3C4C=CC(C4)C3C2=O)n[nH]1 (stereo unspecified)	0.0	-0.9	8	5
36	O=C(NCc1ccsc1)c1ccc(OC2CCN(Cc3ccccn3)CC2)cc1	0.1	0.8	13	-8
37	C=CCN1C(=O)N(c2ccc(F)cc2)C(=O)C1CC(=O)Nc1ccc(OCCC)cc1 (stereo unspecified)	0.3	-1.7	-3	15
38	O=C(CSc1nc2sc3c(c2c(=O)n1-c1ccccc1)CCCC3)c1ccc(Cl)c(Cl)c1	0.3	-0.7	-2	-4
39	COc1ccc([C@@H]2C[C@H]3CN(Cc4ccccc4OC)C(=O)[C@]34CCCN24)cc1O	-0.1	-0.4	7	7
40	COC(=O)c1sc(NC(=O)/C=C/c2ccco2)c(C(=O)OC)c1C	0.4	0.2	-19	-3
41	CC(=O)Nc1ccc2nc(NC(=O)c3ccc(Cl)s3)sc2c1	-0.1	-0.2	-2	-8
42	COCCOC(=O)C1=C(C)N(C)C(=O)NC1c1ccc(Br)cc1 (stereo unspecified)	-0.1	0.1	5	-3
43	Cc1ccc(NC(=S)NC(=O)c2ccc(F)cc2)nc1	-0.2	-1.1	-43	-13
44	O=C(Nc1ccccc1-c1ccccc1)NC1CCN(C(=O)NCc2ccccc2)CC1	0.0	0.3	1	1
45	Ic1ccc2ncnc(NCC3CCCO3)c2c1 (stereo unspecified)	-0.1	0.6	25	-3

Continuation.
entry	smiles	FBW7 act	GPR151 ag	TEAD-YAP inh	MITF inh
46	CC(C)(C)C(=O)Nc1cccc2c(NC(=O)C(C)(C)C)cccc12	0.1	0.5	-15	-10
47	Cc1ccc(-c2nc3c(cnn3-c3ccccc3)c(=O)o2)cc1	0.5	-0.7	5	8
48	O=S(=O)(N/N=C/c1cccc(F)c1)c1ccc(Cl)cc1	-0.2	0.5	1	9
49	CC1CN(C)CCC1CCc1ccc(NC(=O)CN2CCCC2)cc1 (stereo unspecified)	0.1	-0.1	-10	8
50	O=C/C(=C\Nc1ccccn1)c1nc2cc(Cl)ccc2o1	0.2	1.6	-3	11
51	O=C(NC1CCCCC1)c1ccc([N+](=O)[O-])cc1	0.0	-1.3	-25	-12
52	Cc1cccc(C)c1N1C(=O)C(Cl)=C(N2CCCC2)C1=O	0.2	-1.0	6	-53
53	Cc1ccc(NS(=O)(=O)c2ccc3[nH]c(=O)[nH]c3c2)cc1C	-0.1	2.8	1	6
54	CC(=O)N1CCOc2cc(S(=O)(=O)Nc3ccc(Cl)cn3)c(C)cc21	-0.1	0.1	13	11
55	Cc1cccc(C(=O)N[C@H]2C[C@H]3C(=O)N[C@@H](Cc4ccc(Cl)cc4)C(=O)N3C2)c1	-0.1	-0.4	0	9
56	O=C(NCc1ccccc1)c1noc2c1COc1ccccc1-2	-0.1	0.7	-8	-4
57	COc1ccc(C2=N/C(=C\c3cc(I)c(OC(C)=O)c(OC)c3)C(=O)O2)cc1OC	0.0	0.2	5	9
58	O=C(CCc1nnc(-c2ccsc2)o1)N1CCCCC1CCn1ccnc1 (stereo unspecified)	0.0	0.7	-3	-3
59	COCc1ccc(CN2CCc3nnc(CCNC(=O)Cc4ccc(F)cc4)n3CC2)o1	-0.2	0.5	9	5
60	CC(C)=C1C2C=CC1C1C(=O)N(c3ccccc3I)C(=O)C21 (stereo unspecified)	1.0	0.4	9	19

(next part)
Values run as follows: FBW7 act	GPR151 ag	TEAD-YAP inh	MITF inh
61. CCC(C)N(C(=O)CSc1nc(-c2ccccc2)cs1)C1CCS(=O)(=O)C1 (stereo unspecified)
→ 0.1	0.2	16	1
62. FC(F)(F)c1cccc(CNc2nc(-c3ccc(N4CCOCC4)nc3)nc3c2ncn3-c2ccsc2)c1
→ -0.1	-0.8	-2	7
63. CCOC(=O)N1CCC(Nc2c(NCCCN(C)Cc3ccccc3)c(=O)c2=O)CC1
→ -0.1	0.5	-3	5
64. O=C(CN1CCOc2ccccc21)N1CCC(Cc2ccccc2)CC1
→ -0.2	-0.4	2	-7
65. C=CCNC(=O)CCS(=O)(=O)Cc1ccc(C)cc1
→ 0.0	1.5	-2	-8
66. Cc1ccccc1-n1ncc(C(C)NC(=O)c2c(C)nc3sccn23)c1C (stereo unspecified)
→ 0.8	0.2	59*	-4
67. O=C(O)CC(C(=O)O)n1ccnc1 (stereo unspecified)
→ 0.3	-1.1	0	18
68. Cc1cccc(-c2nnc(NC(=O)C(F)(F)F)s2)c1
→ 1.8	-1.2	-14	15
69. CC(NC(=O)c1ccco1)c1nnc2n1CCN(Cc1cccc(F)c1F)CC2 (stereo unspecified)
→ 0.1	-0.2	14	6
70. CCCNC(=O)CSc1nnc(-c2ccco2)n1CCOC
→ -0.2	0.7	0	-12
71. CCCCNC(=O)C1CCN(S(C)(=O)=O)CC1
→ -0.2	-1.8	0	-2
72. Cc1ccc2nc(SCC(=O)c3ccc4c(c3)OCO4)[nH]c2c1
→ -0.5	1.4	-12	6
73. COc1ccc(OCC(=O)N2CCN(C(=O)COc3cccc(C)c3)CC2)cc1
→ 0.0	-0.2	9	-1
74. COc1ccc(C)cc1Cn1c(-c2nonc2N)nc2ccccc21
→ 0.2	0.2	53*	0
75. NC(=O)c1cc(NC(=O)COC(=O)c2sc3ccccc3c2Cl)cc(C(N)=O)c1
→ 0.1	2.7	3	-6
76. O=C(Cc1ccc(NC2=NC3CS(=O)(=O)CC3S2)cc1)N1CCc2ccccc2C1 (stereo unspecified)
→ -0.4	0.1	2	1
77. O=[N+]([O-])/C=C/N1CCOCC1
→ -0.1	5.5*	0	10
78. O=C(COC(=O)C1=NN(c2c(F)c(F)cc(F)c2F)C(=O)CC1)Nc1ccccc1F
→ -0.1	-0.2	-8	-7
79. O=C(NCCc1ccccc1)C(c1ccncc1)N(C(=O)c1ccccn1)c1ccccc1 (stereo unspecified)
→ -0.1	-0.2	-42	-7
80. N#Cc1cc([N+](=O)[O-])cc(Br)c1N
→ -0.2	0.4	-14	-4
81. COc1ccc(C(CNC(=O)c2ccccc2)N2CCN(C)CC2)cc1 (stereo unspecified)
→ 0.0	1.5	3	-5
82. O=C(c1cn(-c2ccccc2)nc1-c1cccs1)N1CCOCC1
→ 0.0	1.1	-15	-16
83. CN(C)c1nc(NC=NCc2ccc(-c3ccc([N+](=O)[O-])cc3Cl)o2)nc(NCc2ccccc2)n1
→ -0.1	-0.7	-6	1
84. O=C(Nc1ccc(Cl)c(-c2nc3ccccc3[nH]2)c1)c1cccc(I)c1
→ -0.2	0.3	10	-5
85. COc1ccc(C(=O)Oc2coc(CSc3nc(C)cc(C)n3)cc2=O)c(OC)c1
→ -0.3	0.1	4	4
86. O=C(O)C1CSC2(c3ccccc3)CCC(=O)N12 (stereo unspecified)
→ -0.1	0.7	0	-5
87. Cc1cccc(S(=O)(=O)Nc2ccc(Cl)c(N3CCCS3(=O)=O)c2)c1
→ 0.0	-0.5	11	-4
88. Cc1cc(NC(=O)C2Sc3nnc(C)n3NC2c2ccccc2)ccc1Br (stereo unspecified)
→ 0.1	0.6	0	15
89. CCc1cn(S(=O)(=O)c2ccccc2)nc1N
→ 0.1	0.7	-11	5
90. Cc1cc(NS(=O)(=O)c2c(N)n(C)c(=O)n(C)c2=O)c2ccccc2n1
→ -0.2	1.5	-8	0
91. CCN1CCN(C(c2ccccc2Cl)c2nnnn2Cc2ccccc2)CC1 (stereo unspecified)
→ 0.0	-0.7	2	10

4 compounds drawn at random from the list so far, as already listed:
Values run as follows: FBW7 act	GPR151 ag	TEAD-YAP inh	MITF inh
64. O=C(CN1CCOc2ccccc21)N1CCC(Cc2ccccc2)CC1
→ -0.2	-0.4	2	-7
72. Cc1ccc2nc(SCC(=O)c3ccc4c(c3)OCO4)[nH]c2c1
→ -0.5	1.4	-12	6
87. Cc1cccc(S(=O)(=O)Nc2ccc(Cl)c(N3CCCS3(=O)=O)c2)c1
→ 0.0	-0.5	11	-4
82. O=C(c1cn(-c2ccccc2)nc1-c1cccs1)N1CCOCC1
→ 0.0	1.1	-15	-16

Values by screen from above:
TEAD-YAP inh, entries 62 to 72, in order: -2, -3, 2, -2, 59*, 0, -14, 14, 0, 0, -12
MITF inh, entries 62 to 72, in order: 7, 5, -7, -8, -4, 18, 15, 6, -12, -2, 6
GPR151 ag, entries 62 to 72, in order: -0.8, 0.5, -0.4, 1.5, 0.2, -1.1, -1.2, -0.2, 0.7, -1.8, 1.4
